Screening results (PubChem BioAssay)
ABHD4 inh: ABHD4 inhibitors, primary screen, biochemical, fluorescence polarization, mouse; inhibition, % at 8.92 µM; (Lyso)-N-acylphosphatidylethanolamine lipase (Mus musculus), Q8VD66; AID 720543, 2013; actives 0.54% (n = 370,000); purified mABHD4, FP-Rh probe fluorescence polarization;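 active = inhibition exceeding the mean over every tested compound plus 3 SD, cut at about 30% in these data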;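 note: 0% = plate median of compound wells and 100% = S159A mutant with DMSO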
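Test system: mouse ABHD4 enzyme, wild type. Reagent: FP-Rh fluorescent activity-based probe, added after compound pre-incubation. Timing: pre-incubation 45 min, probe exposure 60 min, at 25 °C. Technique: FP readout, ex 525 nm / em 598 nm. Benchmarks: high control S159A mutant with DMSO, low control median of compound wells.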
HTRA1 inh: HTRA1 serine protease inhibitors, primary screen, biochemical, fluorescence polarization, HTS; actives 0.5% (n = 340,000); recombinant HTRA1, FP-rhodamine activity-based probe; inhibition, % at 5.96 µM; in the data active = inhibition above about 36%;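 note: 0% = enzyme with DMSO and 100% = wells lacking enzyme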
Target sequence (Q92743 whole entry, looked up): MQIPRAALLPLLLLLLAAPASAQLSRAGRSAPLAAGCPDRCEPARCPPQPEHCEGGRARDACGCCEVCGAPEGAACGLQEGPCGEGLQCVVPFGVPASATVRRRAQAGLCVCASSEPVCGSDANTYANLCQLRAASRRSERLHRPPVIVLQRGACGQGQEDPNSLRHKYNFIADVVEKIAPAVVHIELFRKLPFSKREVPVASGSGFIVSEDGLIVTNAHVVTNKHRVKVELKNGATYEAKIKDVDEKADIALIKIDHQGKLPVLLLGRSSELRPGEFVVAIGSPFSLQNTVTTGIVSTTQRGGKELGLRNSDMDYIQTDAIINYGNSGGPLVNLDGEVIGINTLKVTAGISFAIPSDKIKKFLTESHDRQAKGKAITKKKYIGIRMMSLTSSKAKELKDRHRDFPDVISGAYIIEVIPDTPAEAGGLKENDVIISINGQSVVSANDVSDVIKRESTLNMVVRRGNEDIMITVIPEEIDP
SIAE inh: human SIAE inhibitors, primary screen, biochemical, fluorescence polarization, FP-Rh probe, 1536-well HTS | Sialate O-acetylesterase (Homo sapiens), Q9HAT2 | SIAE FP-Rh probe binding | inhibition, % at 9.66 µM | actives 0.69% (n = 370,000);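 active = inhibition above a cutoff: mean of compounds within the control limits plus 3 SD of those, cut at about 17% in these data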;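 note: 0% = plate median of compound wells and 100% = probe without SIAE protein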
LEDGF integ inh: blockers of LEDGF/p75-dependent integrase strand transfer – biochemical, TR-FRET, high throughput, primary screen | HIV-1 integrase (with human LEDGF/p75) | TR-FRET IN-LEDGF/p75 DNA integration, Eu/Cy5 | inhibition, % at 3.7 µM | actives 0.64% (n = 370,000);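 active = inhibition above the screen-wide mean plus 3 SD, cut at about 13% in these data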;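 note: signal is the Cy5 over europium emission ratio at 671 and 618 nm; 0% = plate median of compound wells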
TDP2 inh: human TDP2 enzyme inhibitors, primary screen, biochemical, epi absorbance, recombinant enzyme; T5PNP hydrolysis, p-nitrophenol absorbance 415 nm; inhibition, % at 12.8 µM; AID 720702, 2013; actives 0.34% (n = 370,000);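 active = inhibition above the mean of all tested compounds plus 3 SD, set per campaign, cut at about 25% in these data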;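 note: 0% = DMSO with enzyme and 100% = buffer with substrate but no TDP2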
Target sequence (O95551 whole entry, looked up): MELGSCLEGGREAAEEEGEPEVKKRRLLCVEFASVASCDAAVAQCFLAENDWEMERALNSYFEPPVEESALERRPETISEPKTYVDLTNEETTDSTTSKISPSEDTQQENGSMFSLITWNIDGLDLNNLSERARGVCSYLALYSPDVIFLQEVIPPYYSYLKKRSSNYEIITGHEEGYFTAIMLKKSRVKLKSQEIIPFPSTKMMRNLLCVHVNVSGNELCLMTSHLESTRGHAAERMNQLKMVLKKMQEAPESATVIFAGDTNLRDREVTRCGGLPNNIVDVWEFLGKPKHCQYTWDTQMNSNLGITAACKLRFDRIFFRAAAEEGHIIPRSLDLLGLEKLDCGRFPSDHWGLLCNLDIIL
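System – recombinant human TDP2 · Quantity – TDP2 enzyme at 120 nM final · Doses – single concentration, 12.8 µM nominal, with 1% DMSO · Incubation – 2 h at 37 °C · Measured by – epi absorbance of p-nitrophenol freed from T5PNP by hydrolysis · Read-out – % inhibition relative to enzyme-containing and enzyme-free wells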
PG9 binder: binders of HIV-1 gp120 antibody PG9, primary screen, biochemical, TR-FRET; AID 624416, 2012; inhibition, % at 6.7 µM; HIV-1 gp120 / PG9 antibody interaction; actives 0.43% (n = 360,000); TR-FRET gp120-PG9 antibody binding; in the data active = inhibition above about 8.5%
rCAG binder: binders of r(CAG) RNA repeats, primary screen, biochemical, fluorescence | AID 651821, 2012 | actives 1.3% (n = 370,000) | r(CAG) RNA repeat, TO-PRO-1 dye displacement fluorescence | inhibition, % at 3 µM;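 active = inhibition above the plate cutoff, the mean of all test compounds on that plate plus 3 SD, cut at about 35% in these data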;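 note: 0% = DMSO alone and 100% = 100 µM mitoxantrone as full dye displacement; higher means more dye released from RNA so lower well fluorescence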
Rev-erbA mod: modulators of Rev-erb alpha DNA binding, primary screen, biochemical, FITC-DNA, fluorescence polarization, uHTS; Rev-erbα–FITC-DNA binding, 90 min; activity, % at 10 µM; actives 0.79% (n = 370,000); Nuclear receptor subfamily 1 group D member 1 (Homo sapiens), P20393;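 active = activity above about 14%, limit read from the data; passing the limit was not always enough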;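 note: 0% = DMSO wells with 35 nM protein and 100% = DMSO wells with 750 nM protein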
PRMT1 inh: PRMT1 methyltransferase inhibitors, primary screen, biochemical, fluorescence polarization. Protein arginine N-methyltransferase 1 (Homo sapiens), Q99873. recombinant PRMT1, activity-based probe fluorescence polarization. inhibition, % at 2.79 µM. actives 1.3% (n = 370,000);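 active = inhibition above about 21% made by adding two undisclosed values, limit read from the data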
TCR CD3 inh: inhibitors of human TCR-CD3 interaction, primary screen, biochemical, fluorescence, TAMRA-labeled TCR probe; T-cell receptor (TCR); AID 651800, 2012; actives 0.37% (n = 360,000); inhibition, % at 9.4 µM; in the data active = inhibition above about 19%;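 note: recombinant mutant TCR 2C K166C tagged with TAMRA read by polarization; 0% = receptor in buffer alone and 100% = receptor with positive control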
* = called active by the depositor; . = not tested or not shown. This is a subset; the hit share may differ from the screen's.

SMILES	ABHD4 inh	HTRA1 inh	SIAE inh	LEDGF integ inh	TDP2 inh	PG9 binder	rCAG binder	Rev-erbA mod	PRMT1 inh	TCR CD3 inh
CC(C)C[C@@H](CNCC(=O)[C@H](CC(C)C)NC(=O)c1[nH]cnc1C(=O)N[C@@H](C)CN)NC(=O)c1nc[nH]c1C(=O)N[C@@H](Cc1ccccc1)C(=O)O	6	8	-2	1	3	-0.6	1	2	0	-2
Cc1ccc(N(CC(=O)N/N=C/c2ccc(OCC(N)=O)cc2)S(C)(=O)=O)cc1Cl	5	-5	0	0	-5	-0.6	3	4	-2	15
COC(=O)[C@]12C[C@H](CC(=O)NCCCN3CCCC3=O)C(=O)N(Cc3ccc(Cl)cc3Cl)C1=C[C@H](C(C)C)O[C@@H]2C1CC1	6	.	-1	-5	6	.	4	4	2	.
CC(C)c1ccccc1NC(=O)CNCCc1ccc(C(F)(F)F)cc1	26	-7	-2	1	-4	0.1	-8	0	-2	1
COc1ccc(NC(=O)Nc2ccccc2C)c(OC)c1	5	6	-2	-4	0	-1.7	0	-3	1	3
CC(C)C1Cc2ccccc2-c2[nH]c(=S)[nH]c(=O)c21 (stereo not given)	-6	.	7	3	-10	30*	6	5	16	-12
CC1(C)Cc2ccccc2C(=NCC(=O)O)N1	-2	0	1	1	2	-1.0	-4	2	-2	-1
COc1ccccc1N1CCN(CCC(=O)Nc2ccc3c(c2)OCO3)CC1	0	8	2	3	4	2.5	-8	-3	0	-3
Nc1nn(-c2cccc(F)n2)cc1-c1ccc(Cl)cc1	-1	1	2	1	4	-2.6	-1	-5	-1	5
CCOc1cc(N2CCOCC2)c(OCC)cc1NC(=O)CSc1nccc(C)n1	-2	-3	-2	-3	7	0.8	-4	-5	-2	-3
COc1ccc(CNC(=O)COC(=O)C2(C)CC2(Cl)Cl)cc1 (stereo not given)	-5	2	9	2	8	0.3	1	1	3	-7
O=C(COC(=O)c1ccc(O)cc1)Nc1ccc(S(=O)(=O)N2CCOCC2)cc1	-11	6	-8	-4	-5	0.5	9	-4	5	-8
CCc1ccc(S(=O)(=O)N/N=C\c2cn(CC(N)=O)c3ccccc23)cc1	1	1	5	3	9	-3.0	24	-8	-2	9
COc1cc(C(=O)N2CCN(S(=O)(=O)c3ccc(C(C)C)cc3)CC2)ccc1OCC(=O)N1CCOCC1	2	3	-7	1	-5	1.2	-2	0	-3	-1
COc1cc(CNc2ccc(CNc3ncn[nH]3)cc2)cc(Cl)c1OCc1ccccc1	9	-3	1	-7	3	1.6	2	-7	1	-2
Cc1cc(C)c(NC(=O)CNC(=O)CN(C)Cc2ccc(Br)s2)c(C)c1	-5	-7	-10	3	-8	-1.7	-2	-4	-1	5
FC(F)(F)C(Oc1nc(NC2CCCCC2)nc(N2CCOCC2)n1)C(F)(F)F	-2	-3	-2	-2	-4	-1.5	0	-1	0	6
NC(=O)c1ncn([C@@H]2O[C@H](CNCc3cccc4c3sc3ccccc34)[C@@H](O)[C@H]2O)n1	4	7	-9	-2	-4	0.5	1	-1	0	-2
CCN(CC)S(=O)(=O)c1cc(NC(=O)C2Cc3ccccc3C(=O)O2)ccc1C (stereo not given)	-14	-3	-8	8	-3	0.2	-3	1	-2	3
CCO[C@@H]1OC(C(=O)O)=C[C@H](c2ccc(Br)cc2)[C@H]1CCCO	-1	1	-2	-1	12	1.0	3	-5	0	1
CC(C)CN1CCC1(C)C(=O)Nc1ccc(OC(F)F)cc1 (stereo not given)	2	.	.	0	-10	1.0	-2	2	2	-3
Cc1ccccc1Cn1cnc2ccccc2c1=O	3	0	6	-1	2	1.0	-3	2	0	-5
COc1cccc2sc3ccc(C#Cc4ccc(N)cc4)cc3c(=O)c12	25	-3	-6	1	-5	-3.1	11	0	1	-2
O=CN1CCCN(Cc2nc(Cc3ccccc3F)no2)CC1	2	2	-2	1	-14	-1.0	-1	3	-1	4
COC(=O)[C@H]1C[C@@]2(N3CCCCC3)c3ccccc3N[C@H]2N1S(=O)(=O)c1ccc([N+](=O)[O-])cc1	8	.	1	2	9	.	7	-4	5	.
C/C(=N/NC(=O)CNC(=O)COc1cccc(C)c1)c1ccc(Cl)cc1	-3	2	3	1	9	-1.2	1	-3	-3	3
O=C(N/N=C\c1ccc(Br)cc1)c1ccc(Cn2cccn2)o1	2	-9	-8	-2	5	-1.8	-3	-2	2	-1
O=C(Cn1ccc(C(F)(F)F)n1)N=Nc1c(O)[nH]c2ccc(Br)cc12	-5	-6	-5	-4	-3	-2.2	17	2	2	-3
COc1ccc(-c2[nH]ncc2CN(C)Cc2cccnc2)c(F)c1	7	-4	-7	-1	8	1.6	-1	5	2	-6
O=C(CN1CCc2ccccc21)NN1CC(=O)N(c2ccc(Cl)cc2)CC1=O	-3	1	0	1	4	-1.1	13	6	0	9

Among those listed so far, these contain a thiophene ring, fused or not:
SMILES	ABHD4 inh	HTRA1 inh	SIAE inh	LEDGF integ inh	TDP2 inh	PG9 binder	rCAG binder	Rev-erbA mod	PRMT1 inh	TCR CD3 inh
Cc1cc(C)c(NC(=O)CNC(=O)CN(C)Cc2ccc(Br)s2)c(C)c1	-5	-7	-10	3	-8	-1.7	-2	-4	-1	5
NC(=O)c1ncn([C@@H]2O[C@H](CNCc3cccc4c3sc3ccccc34)[C@@H](O)[C@H]2O)n1	4	7	-9	-2	-4	0.5	1	-1	0	-2

Following part:
SMILES	ABHD4 inh	HTRA1 inh	SIAE inh	LEDGF integ inh	TDP2 inh	PG9 binder	rCAG binder	Rev-erbA mod	PRMT1 inh	TCR CD3 inh
CCOC(=O)C1=C(C)Nc2ccccc2N=C1NC(=O)/C=C/c1ccc(OC)cc1OC	1	-1	-3	7	-10	-1.8	0	5	-8	-8
O=C1c2cc([N+](=O)[O-])cc3cc([N+](=O)[O-])cc(c23)C(=O)N1c1ccccn1	8	9	-7	1	14	-5.5	4	-16	0	0
COc1ccc(C2C3=C(COC3=O)Oc3cc4c(cc32)OCO4)cc1OC (stereo not given)	-4	1	3	-5	-2	0.5	0	-1	3	-5
CC(C(=O)O)N1C(=O)c2ccccc2C1=O (stereo not given)	1	1	1	-3	9	0.5	4	-5	-1	0
CC1CC(C)CN(S(=O)(=O)c2ccc(NC(=O)CN3C(=O)NC(C)(c4ccccc4)C3=O)cc2)C1 (stereo not given)	-21	-34	-22	6	-7	-3.3	6	6	-1	3
CCCCCCSc1ccc([C@H]2N[C@@](C)(C(=O)OC)[C@H]3C(=O)N(CC)C(=O)[C@@H]23)cc1	-13	-18	1	15*	-9	0.0	-7	3	1	3
COc1ccc(-c2cc3nc(NCC4CCCCC4)n(C)c(=O)c3s2)cc1OC	-1	.	-28	-1	5	1.6	2	1	0	-3
CC(C)(C)OC(=O)NNC(=O)c1cccs1	-1	.	-2	3	4	0.4	0	-6	5	10
Cc1ccc(S(=O)(=O)N2CCCc3nc(C)c(C)cc32)cc1	-3	.	-6	-2	-4	1.1	0	13	-1	1
COc1ccc(/C=C/C(=O)NC(=S)Nc2ccc(S(=O)(=O)Nc3cc(OC)ncn3)cc2)cc1	-2	.	-14	-3	-6	0.8	17	-9	-3	9
Cc1ccc(CN2C(=O)N/C(=C/c3cc(C)n(-c4ccccn4)c3C)C2=O)cc1	5	-3	6	2	-5	-1.6	6	0	4	2
CCOC(=O)C1(Cc2cccc(OC)c2)CCCN(C(=O)CCSC)C1 (stereo not given)	-2	1	-1	-3	-6	-0.1	-9	5	3	-8
CCC1CCCCN1C(=S)NC(=O)c1cc(Br)ccc1Cl (stereo not given)	1	-2	-1	9	11	-0.6	3	-3	0	0
Cc1ccc(NC(=O)Cn2c(CCC(=O)O)ccc2-c2cccs2)cc1	-4	-1	1	-2	9	-1.0	20	-3	8	7
CC(C)C[C@@H](NC(=O)C1CCC(CNC(=O)[C@H](Cc2ccccc2)NC(=O)OC(C)(C)C)CC1)C(=O)O (stereo not given in full)	3	2	8	-4	7	-1.4	4	-3	0	0
CCOC(=O)CN(Cc1sccc1C)C(=O)Nc1cccc(OC)c1	-1	6	15	2	7	-1.1	-6	5	-6	2
O=C(Nc1cccc(F)c1)c1ccc(-n2cncn2)c2ccoc12	0	.	2	0	0	0.5	5	-2	4	4
CS(=O)(=O)N(CC(=O)N1CCCC1)c1ccc2c(c1)OCCO2	4	-2	3	-2	-1	-0.1	-4	8	-3	8
C/C(=N\Nc1ncc(Cl)cc1Cl)c1ccc(C#N)cc1	11	-4	6	6	-17	-0.7	-3	0	1	8
COc1ccc(NC(=O)C(=O)c2cn(CC(=O)N3CCCC3)c3ccccc23)cc1	-2	-4	8	2	17	-1.3	5	-3	-1	5
CCOc1ccc(NC(=O)C2C3C=CC4(CN(C(C(=O)OC)C(C)C)C(=O)C24)O3)cc1 (stereo not given)	4	1	2	4	7	-0.2	-3	-4	-5	3
N#Cc1ccc(S(=O)(=O)N2CCN(c3ncccn3)CC2)cc1	2	6	12	3	-3	-0.6	0	4	1	2
COc1ccc(NC(C#N)c2ccc(OC)cc2)cc1 (stereo not given)	-1	-3	0	-2	5	-1.6	-1	-8	0	1
CN(C)S(=O)(=O)N(CCN1CCOCC1)Cc1ccccc1F	4	0	0	0	0	0.2	-4	-2	0	0
COCCn1nnnc1C(c1cc2cc(OC)ccc2[nH]c1=O)N1CCC(Cc2ccccc2)CC1 (stereo not given)	2	1	-7	-3	2	0.0	-1	-1	2	-4
O=C(Cc1cccc(C(F)(F)F)c1)NCc1ccc(Cl)cc1	-15	-8	3	0	1	0.4	-4	2	-3	-4
O=C(CCN1Cc2ccccc2C1)c1ccc2c(c1)OCCO2	2	-9	-14	-4	-2	0.9	-6	10	26*	6
COc1ccc(/C=C/C(=O)C2(O)CCCCC2)cc1OC	-6	3	10	6	-6	0.3	-3	2	-4	-1
O=C(/C=C/c1ccccc1)NC(=S)NNS(=O)(=O)c1ccccc1	13	10	9	-1	-4	0.5	18	2	16	0
CCOC(=O)C1CCN(c2nc(C)cc(C)c2C#N)CC1	0	0	-2	5	6	-1.4	-6	1	0	7
Cc1cccc(NC(=O)CNC(=O)c2ccc(S(=O)(=O)NCc3ccco3)cc2)c1C	3	-1	-6	-2	4	-1.5	2	-6	5	-2
Cc1onc(-c2ccc3c(c2)OCO3)c1-c1ccc2[nH]ccc2c1	-22	-40	1	0	-10	-2.5	9	-1	-2	6
Cc1noc(C)c1S(=O)(=O)N1CCCN(C(=O)/C=C/c2ccccc2F)CC1	3	4	-4	-4	-7	-2.1	0	-3	0	5
CCCCC(=O)Oc1ccccc1C1SCc2cc(C)c(C)cc2CS1	1	-1	4	1	2	1.8	-2	1	1	-7
